OX1R antag-1 = blocks the human orexin 1 receptor | O43613 | OX1R-expressing cells, FRET antagonist read-out | inhibition, % at 6.6 µM | hit rate 1.8% among 330,000 | AID 485270; in the data active = inhibition mostly above about 38%, no sharp cut-off; inactive = mostly below about 40%;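 note: 0% = agonist challenge alone and 100% = reference antagonist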
Target sequence (O43613 whole entry, looked up): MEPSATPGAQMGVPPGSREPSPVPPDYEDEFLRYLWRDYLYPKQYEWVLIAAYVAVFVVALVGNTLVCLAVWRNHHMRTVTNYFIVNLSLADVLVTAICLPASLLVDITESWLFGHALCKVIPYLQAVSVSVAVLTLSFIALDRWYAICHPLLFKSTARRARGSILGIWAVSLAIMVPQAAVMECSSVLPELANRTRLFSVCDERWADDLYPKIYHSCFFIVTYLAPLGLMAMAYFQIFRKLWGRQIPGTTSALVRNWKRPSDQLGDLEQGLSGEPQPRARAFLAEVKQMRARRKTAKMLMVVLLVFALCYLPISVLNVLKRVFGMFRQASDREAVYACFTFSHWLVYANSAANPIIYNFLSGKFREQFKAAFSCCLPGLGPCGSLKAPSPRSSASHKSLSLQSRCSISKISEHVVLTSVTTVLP
OX1R antag-2 = human HCRTR1 antagonism. O43613. CHO/OX1R cells, Fluo-8 calcium fluorescence, orexin A. inhibition, % at 5 µM. hit rate 0.43% among 330,000. AID 434989;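 active = inhibition above its plate's threshold, mean inhibition of all tested compounds on the plate plus 3 SD, cut at about 37% in these data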;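 note: 0% = orexin A challenge wells and 100% = SB-334867-A antagonist wells; not every result past the cut was called active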
Numbers without * were called inactive.

The first 2 entries (preview)
mol	OX1R antag-1	OX1R antag-2
COc1cc(/C=N/N(C)c2ccccc2)cc(Cl)c1O	12	-6
O=S(=O)(Cc1ccccc1)N=Nc1c(O)[nH]c2ccc(Br)cc12	48	-2

The listing, from the start:
mol	OX1R antag-1	OX1R antag-2
COc1cc(/C=N/N(C)c2ccccc2)cc(Cl)c1O	12	-6
O=S(=O)(Cc1ccccc1)N=Nc1c(O)[nH]c2ccc(Br)cc12	48	-2
Cc1ccc(N(CC(=O)Nc2ccc(F)cc2)S(=O)(=O)N2CCCC2)cc1	9	-26
COC(=O)[C@@H]1C[C@@]2(O)[C@H](O)[C@H](O)[C@H](O)C[C@H]2N1Cc1ccc(-c2ccccc2)cc1	15	-4
Cc1ccc(C(=O)OCC(=O)Nc2ncc(C(F)(F)F)cc2Cl)cc1NC(=O)c1ccco1	8	-30
c1coc(Cn2c(-c3ccco3)nc3ccccc32)c1	16	-15
O=C(O)c1cc2ccccc2cc1Nc1ccccc1	57	0
O=C(CSc1ncccn1)NCc1ccccc1	2	-8
COc1ccc(Cc2nnc(Nc3ccc(C)cc3)o2)cc1OC	11	-9
Fc1ccc(Cn2cc(C(=S)N3CCOCC3)c3ccccc32)cc1	12	-20
O=C(c1ccc(Br)cc1)N1CCCC(c2nc(-c3cccs3)no2)C1 (centres undefined)	34	-12
CC(=O)N1CCCc2cc(S(=O)(=O)NCCC3=CCCCC3)ccc21	23	-24

In the list so far, these contain a furan ring, fused or not:
mol	OX1R antag-1	OX1R antag-2
Cc1ccc(C(=O)OCC(=O)Nc2ncc(C(F)(F)F)cc2Cl)cc1NC(=O)c1ccco1	8	-30
c1coc(Cn2c(-c3ccco3)nc3ccccc32)c1	16	-15

Other structures follow.
mol	OX1R antag-1	OX1R antag-2
CC(OC(=O)CC1CCCCC1)C(=O)Nc1ccc(F)cc1 (centres undefined)	12	-10
COC(=O)CCc1c(C)c(C(=O)c2ccco2)c2ccccn12	45	-27
Cn1c(SCc2nnc(-c3ccccc3)o2)nc2ccccc21	38	-26
Cc1cc(SC#N)cc(C)c1NC(=O)CCl	2	13
COc1ccc(S(=O)(=O)N2CCC(N3CCN(Cc4ccccc4)CC3)CC2)cc1	15	-28
COc1cccc(NC(=O)CSc2nc3c(c(=O)n2C)SC(C)C3)c1 (centres undefined)	9	-35
CC1CCCCN1C(=O)CSc1nnc(Cc2ccccc2)n1C (centres undefined)	32	-15
CCn1cc(C(=O)N2CCCC2)c(=O)c2cc(S(=O)(=O)N(C)C)ccc21	11	0
O=c1c(-c2ccc(O)cc2)coc2cc(O)cc(O)c12	15	15
CC[n+]1c(/C=C2/C=C(C)CC(C)(C)C2)sc2ccc(OC)cc21	4	1
CCN(CC)S(=O)(=O)c1ccc(NC(=O)CN(c2ccc(OC)cc2OC)S(C)(=O)=O)cc1	4	-16
Cc1ccc2[nH]c(=O)c(COC(=O)C3CCCO3)cc2c1 (centres undefined)	6	4
O=C(CCN1CCOCC1)NC12CC3CC(CC(C3)C1)C2	-2	-12
COc1ccc(C(=O)OCCN=C2NS(=O)(=O)c3ccccc32)cc1OC	19	-2
Fc1c(CSC(=S)N2CCOCC2)cccc1CSC(=S)N1CCOCC1	8	-18
Cc1cc([N+](=O)[O-])nn1Cc1ccc(C(=O)N/N=C/c2ccc(N(C)C)cc2)cc1	16	-16
C/C(=N/N1CCN(Cc2cccc3ccccc23)CC1)c1cccnc1	8	-24
O=C(CCN1C(=O)c2ccccc2C1=O)N1CCC(c2ccccc2)C1 (centres undefined)	10	-15
CC[C@H](C)[C@@H](CN[C@H](CCCCNC)CNC)NCC1CCCC1	7	3
O=S(=O)(c1ccc(Oc2ccccc2)cc1)N1CCOCC1	5	0
O=C(C1=C(O)C(=O)N(c2ncccn2)C1c1cccs1)c1ccco1 (centres undefined)	26	12
O=C(CC(Nc1ccccc1Cl)C(=O)OCC(=O)c1cccs1)c1ccccc1 (centres undefined)	22	5
Clc1cccc(CN2CCc3c([nH]c4ccccc34)C2)c1	22	-31
COc1ccc(C2CC(c3ccccc3)=NN2C(=O)COC(=O)c2cnc(Cl)c(Cl)c2)cc1 (centres undefined)	6	-4
CCOC(=O)C(CC)Sc1ccc2nnc(-c3cccnc3)n2n1 (centres undefined)	14	-19
CC(C)CC(C(=O)NCc1ccccn1)N1C(=O)c2ccccc2C1=O (centres undefined)	16	-26
CCN1CCN(S(=O)(=O)c2ccc(C(C)(C)C)cc2)CC1	10	-11
CCCNC(=S)Nc1ccccc1	-2	1
O=S(=O)(NC1CC1)c1ccc(F)c(F)c1	5	-8
O=C(Nc1cc(C(F)(F)F)ccc1N1CCOCC1)c1cnccn1	3	-8
O=C(O)CCNc1ccc(NCCC(=O)O)c2c1C(=O)c1ccccc1C2=O	104*	-9
Cc1cc(NC(=O)c2ccccc2-c2ccccc2)ccc1Br	40	-11
O=C(CSc1nc2ccccc2c(=O)n1-c1ccccc1)c1cccc([N+](=O)[O-])c1	14	-10
OCCCN=C1CCCc2c1[nH]c1ccc(Cl)cc21	2	-14
O=C(c1cnccn1)N(Cc1cccs1)C1(C(=O)NC2CCCCC2)CCCCC1	38	-23
O=C(CSc1nc2nccnc2c(=O)n1Cc1cccs1)Nc1ccccc1	19	-9
CCCOc1ccc(CCc2n[nH]c(=S)n2Cc2ccccc2)cc1	11	7
COCCn1c(SCC(=O)Nc2sc(C)c(C)c2C#N)nnc1C(C)C	14	-9
Cc1ccc(NC(=O)c2ccc(NS(=O)(=O)c3ccc4[nH]c(=O)[nH]c4c3)cc2)nc1	18	-19
CCOC(=O)C1CCN(C(=O)CC2C(=O)N(Cc3ccccc3)C(C)c3nc4ccccc4n32)CC1 (centres undefined)	3	-30
Cc1c(Cl)cccc1NC(=O)NC1CCCCC1	10	-17
COc1ccc(S(=O)(=O)N(C)C[C@H]2Oc3ccc(NC(=O)Nc4c(C)noc4C)cc3C(=O)N([C@H](C)CO)C[C@@H]2C)cc1	1	0
COC(=O)CCCC(=O)Nc1ccc(Br)cc1	13	-9
COC(=O)C1=C(C)N(Cc2ccc(OC)cc2)C(=O)/C1=C\c1ccco1	3	-32
Cc1ccc(-c2csc3nc(SCC(N)=O)n(Cc4ccccc4)c(=O)c23)cc1	32	3
CN1CCN(Cc2coc3c(Cl)cc(Cl)cc3c2=O)CC1	11	-10
CCn1c(-c2cc3c(C(F)(F)F)nn(C)c3s2)n[nH]c1=S	20	-15
CC1CCCCC12NC(=O)N(CC(=O)Nc1ccc(S(=O)(=O)N3CCOCC3)cc1)C2=O (centres undefined)	7	-10
CNc1nc(-c2cccs2)cc(C(F)(F)F)c1C#N	2	-21
Cc1c(OCC(=O)NCC2CCC(C(=O)O)CC2)ccc2c(-c3ccccc3)cc(=O)oc12 (centres undefined)	14	-8
O=C(OCc1nc2ccccc2s1)c1ccccc1O	3	-13
COc1cccc(/C=N/NC(=O)C(=O)N2CCCC2)c1	6	5
O=C(NC1CCCC1)C1CCC(CNS(=O)(=O)c2ccccc2)CC1 (centres undefined)	5	-6
N=c1c2c(-c3ccccc3)c(-c3ccccc3)n(Cc3ccco3)c2ncn1Cc1ccccc1	15	59*
Cc1ccc(C)c(NC(=O)CN(C)C(=O)Cc2ccc(Cl)cc2Cl)c1	24	-21
CC1CCCCN1S(=O)(=O)c1ccc(NC(=O)c2ccco2)cc1 (centres undefined)	9	-3
Cc1cccc(C(=O)OCC(=O)Nc2c(C)n(C)n(-c3ccccc3)c2=O)c1	0	-7
CCN(CC)CCNC(=O)c1cc(-c2ccco2)nc2ccccc12	19	-21
O=S(Cc1ccc(Br)cc1)Cc1nnc(SCc2c(Cl)cccc2Cl)n1-c1ccccc1 (centres undefined)	-2	-26
CC(=O)Nc1ccccc1C(=O)C(=O)Nc1ccc(C(=O)N2CCOCC2)cc1	7	-13

Profiles, looked up by structure. Values in the order: OX1R antag-1, OX1R antag-2
`CC1CCCCC12NC(=O)N(CC(=O)Nc1ccc(S(=O)(=O)N3CCOCC3)cc1)C2=O` (centres undefined) is listed with 7, -10
`CC(=O)Nc1ccccc1C(=O)C(=O)Nc1ccc(C(=O)N2CCOCC2)cc1` is listed with 7, -13
`COCCn1c(SCC(=O)Nc2sc(C)c(C)c2C#N)nnc1C(C)C` is listed with 14, -9
`CCCOc1ccc(CCc2n[nH]c(=S)n2Cc2ccccc2)cc1` is listed with 11, 7

Going on with the list:
mol	OX1R antag-1	OX1R antag-2
O=C(Nc1ccc(Cl)cc1)c1nc[nH]c1C(=O)NCCN(CCNC(=O)c1[nH]cnc1C(=O)Nc1ccc(Cl)cc1)CCNC(=O)c1[nH]cnc1C(=O)Nc1ccc(Cl)cc1	4	4
COc1cccc(/C=C2/SC(=S)N(CC(=O)NNC(=O)c3ccccc3O)C2=O)c1	48*	-3
CC1CCC(C(C)C)C(OCC(O)CNC(C)c2ccccc2)C1 (centres undefined)	10	-23
O=C(c1ccco1)N1CCN(Cc2nc3ccccc3[nH]2)CC1	2	-7
CCN1CCN(CCCNC(=O)c2cc3c(=O)oc4ccc(C)cc4c3s2)CC1	22	-7
N#CCCN(Cc1cccnc1)S(=O)(=O)c1ccc(S(=O)(=O)N2CCCCCC2)cc1	13	-13
CCc1cccc(NC(=O)CCNS(=O)(=O)c2cccc3nonc23)c1	12	-9
COc1cccc(N2CCN(S(=O)(=O)c3ccc(-n4cnnn4)cc3)CC2)c1	-1	-2
CCOC(=O)c1cc(-c2ccccc2)sc1NC(=O)COC	4	-37
Cc1ccsc1/C=N/NS(=O)(=O)c1ccc([N+](=O)[O-])cc1	34	-19
COc1cc(CO)cc(Br)c1OCC(=O)Nc1cccc2ccccc12	-87	-30
O=c1ccn(CCCBr)c(=O)[nH]1	9	-10
O=C(CSCc1ccc(Cl)cc1)Nc1ccccc1O	19	-20
COc1ccc(/C=C(\C#N)C(=O)NCC(c2ccc(F)cc2)N2CCOCC2)cc1 (centres undefined)	30	-25
O=C(NCCN1CCNC1=O)C1CCC(=O)N(Cc2cccc(C(F)(F)F)c2)C1 (centres undefined)	0	7
O=C(O)c1nsc(Cl)c1Cl	9	-3
CC(=O)Nc1ccc(S(=O)(=O)Oc2ccc(/C=N/N=C3/NC(=O)C(CC(=O)O)S3)cc2)cc1 (centres undefined)	2	-1
Cn1cnc([N+](=O)[O-])c1C(=O)Nc1cccc([N+](=O)[O-])c1	35	-6
CC(C(=O)O)c1ccc(C(=O)c2ccccc2)s1 (centres undefined)	18	-2
CCOc1ccccc1NC(=O)COC(=O)/C=C/c1ccc(OC)c(OC)c1	18	-9
COc1cc(C(=O)N2CCCN(c3nc4cc(C)ccc4cc3C#N)CC2)cc(OC)c1OC	80*	24
COc1ccc2c(c1)c(=O)c(C(=O)c1ccccc1)cn2Cc1ccccc1	26	-26
COc1cccc(CN2CC(C(=O)NCc3cccc(N4CCCC4)c3)CCC2=O)c1 (centres undefined)	7	-29
CC1CN(S(=O)(=O)c2ccc(C(=O)N3c4ccccc4CC3C)cc2)CC(C)O1 (centres undefined)	7	-13
O=c1oc2ccc3ccccc3c2cc1-c1nnc(-c2ccccc2)o1	74*	-2
CN(C)CCCO[C@@H]1[C@H]2OC(C)(C)O[C@H]2O[C@@H]1[C@H](O)CO	18	-5
COc1ccc(/C(C)=N/NC(=S)NCCc2ccccc2)cc1	34	-23
COc1ccccc1CNc1ccc2c(c1)CCC2	3	-6
CCN1CCN(c2ccc(NC(=O)c3ccco3)cc2)CC1	26	-3
S=C(Nc1ccccc1)Nc1ccc(OCc2ccc(Cl)cc2Cl)cc1	13	-10
COc1cc(C(=O)Nc2cccc(-c3nc4ncccc4o3)c2C)cc(OC)c1OC	23	-25
C/C(=C\c1ccccc1F)C1Nc2cccc3cccc(c23)N1	10	-11
CC1CC(C)CN(CCOc2cccc3ccccc23)C1 (centres undefined)	7	-14
COc1cccc2cc(C(=O)N3CCN(c4ccccc4F)CC3)c(=O)oc12	14	-38
O=C(Nc1ccc(S(=O)(=O)Nc2nccs2)cc1)c1cc(-c2ccccc2Cl)nc2ccccc12	22	-21
O=C1OC(c2cccc([N+](=O)[O-])c2)C2(CCCC2)C(=O)C12CCCCC2 (centres undefined)	19	-15
CC(C)=CC(=O)OCC(=O)NC(=O)NC(C)(C)C	17	-10
CCOc1ccc(NS(=O)(=O)c2ccc(-c3ccc(=O)[nH]n3)o2)cc1	12	-12
COc1ccc(NS(=O)(=O)c2cccc(C(=O)NNC(=O)c3ccc(NC(C)=O)cc3)c2)cc1	5	-24
CCOC(=O)C(CC)n1nc(C)n2c(cc3occc32)c1=O (centres undefined)	9	-35
CCn1c(NCc2ccco2)nc2ccccc21	14	-13
Cc1ccc(-c2cc(C(=O)N3CCOCC3)c3ccccc3n2)cc1	32	-19
CCOC(=O)/C(Sc1nc(-c2ccccc2)cc(-c2ccccc2)c1C#N)=C(\C)O	-7	-30
CCc1ccc(C(=O)NNC(=O)CN2C(=O)NC(CC)(c3ccccc3)C2=O)cc1 (centres undefined)	33	12
Oc1ccc(/C=N/n2cc(-c3ccccc3)[nH]c2=S)cc1	13	4
CC(CS(=O)(=O)c1cccc2cccnc12)N1CCCCC1 (centres undefined)	54	-12
COc1ccc(-c2cc3nc4n(c(=O)c3s2)CCC4)cc1	22	-22
Cc1nn(-c2ccc(Cl)cc2)c(Cl)c1/C=N/NC(=O)c1ccc(NS(=O)(=O)c2cccs2)cc1	19	16
CCN1CCN(CCOc2ccc(Br)cc2C)CC1	8	-20
